CRFBP-R2 block: blocks CRF-induced signaling of the CRF-BP/CRF-R2 complex; inhibition, % at 11.8 µM; hit rate 0.59% among 350,000; HEK293 CRF-R2/CRF-BP, CRF-induced calcium fluorescence;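 active = inhibition of the ligand-induced calcium signal above about 50% at the single tested concentration, limit read from the data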
IDE inh: inhibits human insulin-degrading enzyme in HEK cells; P14735; FAbetaB cleavage, fluorescence polarization; inhibition, % at 5.59 µM; hit rate 0.41% among 320,000; AID 434962;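 active = percent inhibition above the average of all tested compounds plus 3 SD, set per screening campaign, cut at about 16% in these data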;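 also: IDE supplied by intact live HEK cells; FP after avidin binding of uncleaved biotin substrate so inhibition keeps polarization high; 0% = DMSO wells and 100% = 60 µM reference IDE inhibitor Ii1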
pCIP destab: compounds decreasing mouse p/CIP protein stability; Q05BA5; F442A p/CIP-EGFP cells, EGFP fluorescence, 16 h; decrease of EGFP signal, % at 10 µM; hit rate 0.01% among 290,000; AID 1984;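 active = EGFP signal decrease of at least 30% at 10 µM or well 3 SD below plate mean, unless failing retest; inactive = the rest, including hits failing retest or dose response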; also: some compounds called inactive have numbers as strong as hits; many of its hits are not listed in these tables
HCV NS3 hel inh: blocks Hepatitis C virus NS3 helicase unwinding. NS3 helicase DNA unwinding, Cy5 molecular beacon fluorescence. hit rate 0.56% among 290,000. inhibition, % at 10.9 µM;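 active = inhibition above the mean of all tested compounds plus 3 SD, set per campaign, cut at about 35% in these data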;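 also: 0% = DMSO wells and 100% = thioflavine S control wells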
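Assay system: hepatitis C virus NS3 helicase domain fragment enzyme. Also added: annealed dual-labelled DNA beacon duplex, ATP-started. Timing: 1 h reaction at 25 °C, ATP-initiated. Technique: Cy5 fluorescence at 0 and 60 min, beacon hairpin quenching. Evaluation: % inhibition of unwinding. Replication: one well per compound.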
VIM-2 inhibitor: blocks Pseudomonas aeruginosa VIM-2 metallo-beta-lactamase; purified VIM-2, nitrocefin hydrolysis, epi-absorbance fluorescence; inhibition, % at 5.6 µM; hit rate 0.89% among 290,000; AID 1527;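 active = inhibition above the mean of all tested compounds plus 3 SD, cutoff set per screening run, cut at about 7.5% in these data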;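 also: red hydrolysis product quenches plate fluorescence so inhibitors raise well fluorescence; 0% = enzyme with DMSO and 100% = DMSO without enzyme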
IDE cell activ: boosts human insulin-degrading enzyme activity in HEK cells; P14735; FAbeta-B cleavage, fluorescence polarization; 0% vehicle, 100% cell-free pure enzyme wells; activation, % at 5.96 µM; hit rate 0.073% among 340,000; AID 493087;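 active = activation above the mean of all tested compounds plus 3 SD, set per screening campaign, cut at about 17% in these data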
SUMO HTRF inh: SUMOylation inhibition; inhibition, % at 35 µM; P63279; hit rate 0.36% among 290,000; HTRF SUMOylation assay, SAE1/SAE2 + UBC9, in vitro; in the data active = inhibition above about 50%, passing the limit was not always enough; also: strong numbers were not always called active
Target sequence (P63279 whole entry, looked up): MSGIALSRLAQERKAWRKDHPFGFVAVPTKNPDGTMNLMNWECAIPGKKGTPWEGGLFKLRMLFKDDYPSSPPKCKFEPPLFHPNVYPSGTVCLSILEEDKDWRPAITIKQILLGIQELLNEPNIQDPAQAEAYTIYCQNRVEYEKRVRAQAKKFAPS
GalR3 antag: human GalR3 antagonism; AID 651719; hit rate 0.44% among 360,000; inhibition, % at 3 µM; HEK293 GalR3-CNG cAMP membrane potential fluorescence; galR3 body fused to GalR1 C-terminus;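 active = inhibition above the screen-wide average plus 3 SD, cut at about 13% in these data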;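 also: forskolin and galanin both at EC90 stimulate the cells; cAMP rise reported by CNG channel membrane potential dye signal; 0% = forskolin plus galanin with DMSO and 100% = forskolin alone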
Target sequence (O60755 1-299 limits assumed): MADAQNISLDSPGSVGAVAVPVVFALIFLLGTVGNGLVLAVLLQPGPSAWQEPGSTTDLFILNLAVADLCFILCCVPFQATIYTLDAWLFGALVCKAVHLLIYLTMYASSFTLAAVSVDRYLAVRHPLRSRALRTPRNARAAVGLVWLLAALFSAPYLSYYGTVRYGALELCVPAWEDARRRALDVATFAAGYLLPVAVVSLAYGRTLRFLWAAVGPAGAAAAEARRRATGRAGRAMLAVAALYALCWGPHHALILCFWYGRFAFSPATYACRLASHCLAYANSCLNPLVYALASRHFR
IMP-1 inhibitor: inhibitors of Pseudomonas aeruginosa IMP-1 metallo-beta-lactamase; AID 1556; purified IMP-1, nitrocefin hydrolysis, epi-absorbance fluorescence; inhibition, % at 5.6 µM; hit rate 0.45% among 290,000;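 active = inhibition above the mean plus 3 SD of all compounds in the same screening run, cut at about 4.5% in these data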;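 also: 0% = IMP-1 with DMSO and 100% = DMSO wells lacking enzyme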
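Material – recombinant IMP-1 enzyme, purified · Amount – IMP-1 0.2 nM before substrate addition · Medium – HEPES buffer pH 7.1 with ZnSO4 and Brij 35 · Timing – 25 °C, 15 min preincubation, 25 min reaction · Measured by – plate fluorescence quenching by hydrolysis product, ex 480/em 530 nm · Read-out – percent enzyme inhibition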
* marks the source's active call; other numbers are inactive results; · = not tested or not shown; & = joins results of further samples. No enrichment for hits. Share with any hit: about 3.2%.

[1] CCC(=O)N1CCc2cc(Br)cc(S(=O)(=O)N(C)c3ccc(OC)cc3OC)c21
[2] Nc1c(Cl)cc(C2=NCCn3c2c2ccc(C(F)(F)F)cc2[n+]3[O-])cc1Cl
[3] CCc1ccc(C(C(=O)NC(C)(C)CC)N(Cc2ccco2)C(=O)Cn2nnc3ccccc32)cc1 (stereo unspecified)
[4] Cc1sc2nc(CC(=O)N3CCCC3)[nH]c(=O)c2c1C
[5] CCc1cccc2c(C(=O)CCl)c[nH]c12
[6] CC(C)(C)NC(=O)C(c1ccccc1)N(C(=O)CNC(=O)c1cccs1)c1cccnc1 (stereo unspecified)
[7] CCC(=O)Nc1ccc(NC(=O)CN2CCCC(C)C2)c(Cl)c1 (stereo unspecified)
[8] Cc1cccc(OCc2occc2C(=O)Nc2cccc(-n3cnnn3)c2)c1

assay / compound	1	2	3	4	5	6	7	8
IMP-1 inhibitor	-2.9	·	-1.7	-2.5	-2.2	-2.3	-1.6	0.1
VIM-2 inhibitor	-3.9	·	-0.1	-3.0	-1.4	-2.7	0.0	0.0
SUMO HTRF inh	-16	·	28	7	8	7	12	-8
CRFBP-R2 block	9	-5	-30	11	-15	7	-5	-11
pCIP destab	4	·	-2	9	-7	12	-2	-4
GalR3 antag	-11	-6	-12	0	-1	-4	7	-6
IDE cell activ	-5	-4	1	1	-5	5	6	2
IDE inh	4	4	8	1	3	6	3	3
HCV NS3 hel inh	6	·	2	0	2	11	6	-8

Filtered by structure: the entries above containing a Cl atom (three)
[2] Nc1c(Cl)cc(C2=NCCn3c2c2ccc(C(F)(F)F)cc2[n+]3[O-])cc1Cl
[5] CCc1cccc2c(C(=O)CCl)c[nH]c12
[7] CCC(=O)Nc1ccc(NC(=O)CN2CCCC(C)C2)c(Cl)c1 (stereo unspecified)

assay / compound	2	5	7
IMP-1 inhibitor	·	-2.2	-1.6
VIM-2 inhibitor	·	-1.4	0.0
SUMO HTRF inh	·	8	12
CRFBP-R2 block	-5	-15	-5
pCIP destab	·	-7	-2
GalR3 antag	-6	-1	7
IDE cell activ	-4	-5	6
IDE inh	4	3	3
HCV NS3 hel inh	·	2	6

Other results follow.
[9] Cc1ccc(SCCOCCN2CCc3ccccc3C2)cc1
[10] C=C(C)Cn1c(Sc2nc3ccccc3[nH]2)nc2c1c(=O)[nH]c(=O)n2C
[11] O=C(c1ccncc1)N1CCN(C(=O)c2cccc3ccccc23)CC1
[12] C=CCn1c(SCC(=O)Nc2ncc(Cc3cc(Cl)ccc3Cl)s2)nnc1-c1ccncc1
[13] Cc1cccc(C)c1NC(=O)COC(=O)c1ccccc1O
[14] COc1ccccc1S(=O)(=O)Nc1cccc(S(=O)(=O)N2CCCC2)c1
[15] CCc1cccc(C)c1NC(=O)COC(=O)CC1CCCC1
[16] CN(C)C=NC(=O)c1cn(-c2ccc(F)cc2)c(=O)c2ccccc12

assay / compound	9	10	11	12	13	14	15	16
IMP-1 inhibitor	-1.4	-4.1	-3.1	-4.4	-1.1	·	·	-3.5
VIM-2 inhibitor	-3.1	-4.6	-1.4	-2.2	-1.2	·	·	-3.2
SUMO HTRF inh	-1	7	-7	13	14	·	·	1
CRFBP-R2 block	-18	24	7	1	-4	7	-7	-2
pCIP destab	2	-14	-4	-8	-3	·	·	11
GalR3 antag	-5	5	-2	-1	-10	-4	-1	-5
IDE cell activ	4	0	-1	-5	0	10	1	2
IDE inh	5	3	0	8	4	3	7	-4
HCV NS3 hel inh	-4	1	15	-1	10	·	·	-2

Complete entries as entered above. Order of screens: IMP-1 inhibitor | VIM-2 inhibitor | SUMO HTRF inh | CRFBP-R2 block | pCIP destab | GalR3 antag | IDE cell activ | IDE inh | HCV NS3 hel inh
Cc1sc2nc(CC(=O)N3CCCC3)[nH]c(=O)c2c1C across the screens: -2.5 | -3.0 | 7 | 11 | 9 | 0 | 1 | 1 | 0
C=C(C)Cn1c(Sc2nc3ccccc3[nH]2)nc2c1c(=O)[nH]c(=O)n2C across the screens: -4.1 | -4.6 | 7 | 24 | -14 | 5 | 0 | 3 | 1

Next section
[17] COc1cccc(C(=O)NNC(=O)c2cccnc2)c1
[18] CC1CCc2[nH]c3ccc(C(=O)N(C)CC(=O)Nc4ccc(F)cc4)cc3c2C1 (stereo unspecified)
[19] CC1CCN(C(=O)CSc2nnc(-c3cc4ccccc4cc3O)n2Cc2ccco2)CC1
[20] COc1ccccc1CNC(=O)C/C(C)=N/NC(=O)Cc1ccc(OC)c(OC)c1
[21] CN(C)S(=O)(=O)c1cccc(C(=O)OCC(=O)NCc2ccc3c(c2)OCO3)c1
[22] COc1nc(OC)nc(N2CCC(C(=O)NCC3CCCCC3)CC2)n1
[23] CCN(Cc1ccccc1)S(=O)(=O)c1ccc(C(=O)N(CCCN(C)C)c2nc3cc4c(cc3s2)OCCO4)cc1
[24] CN(C)NC(=O)C(NC(=O)c1ccccc1)C12CC3CC(CC(C3)C1)C2 (stereo unspecified)

assay / compound	17	18	19	20	21	22	23	24
IMP-1 inhibitor	-3.2	0.5	-4.5	-1.1	-6.8	-5.7	·	-1.3
VIM-2 inhibitor	-1.6	-2.5	-1.6	-3.2	-2.7	-3.4	·	-1.6
SUMO HTRF inh	0	4	13	-1	-9	21	·	-7
CRFBP-R2 block	-1	-16	-26	7	8	9	-1	3
pCIP destab	-18	-21	-2	-16	10	-22	·	4
GalR3 antag	-7	-2	-5	-5	8	8	-1	-4
IDE cell activ	-2	3	-1	0	-2	-6	2	7
IDE inh	5	-5	5	-4	0	5	-4	1
HCV NS3 hel inh	8	-21	-1	12	6	3	·	-4

[25] COC(=O)C1=C(C)NC(C)=C([N+](=O)[O-])C1c1ccccc1C(F)(F)F (stereo unspecified)
[26] CCn1nc(NC(=O)c2cccnc2)c2cc3ccccc3nc21
[27] COc1ccc(S(=O)(=O)N2CCOCC2)cc1C(=O)NC1CCCCC1
[28] CCCc1cc(=O)oc2cc(OCC(=O)N(C)C)c(Cl)cc12
[29] CN(CCc1ccccn1)C(=O)CCNC(=O)Cn1cnc2ccccc2c1=O
[30] Cc1ccc(S(=O)(=O)N2CC3CCCC2C3)cc1 (stereo unspecified)
[31] Cc1ccnc(NCc2c(O)ccc3ccccc23)c1
[32] Cc1csc(SCC(=O)Nc2oc(C)c3c(C)n[nH]c(=O)c23)n1

assay / compound	25	26	27	28	29	30	31	32
IMP-1 inhibitor	-3.2	-3.4	-1.5	-3.2	-3.1	0.5	-1.1	·
VIM-2 inhibitor	-1.9	-0.6	-1.8	-3.0	-7.3	-0.1	-0.9	·
SUMO HTRF inh	-13	8	3	2	16	-14	-2	·
CRFBP-R2 block	16&-1	0	15	-4	6	13	7	-6
pCIP destab	0	-11	-20	0	-11	-3	-3	·
GalR3 antag	·	-4	-1	-5	-4	7	-10	-4
IDE cell activ	6&3	-3	-1	1	8	·	2	-4
IDE inh	0&0	3	0	-5	0	3	-6	-6
HCV NS3 hel inh	-4	-4	-2	13	1	7	-10	·

[33] O=C(CCNS(=O)(=O)c1ccc(Cl)cc1)N1CCN(Cc2ccccc2)CC1
[34] Cc1cccc(N2CCN(C(=O)C3CC(=O)N(C4CCCC4)C3)CC2)c1C (stereo unspecified)
[35] Cc1nn(-c2ccccc2)c(Cl)c1/C=N/O
[36] COc1ccc(-n2c(Cc3cccn3C)nnc2SCC(=O)Nc2ccc(C)cc2C)cc1
[37] O=c1[nH]c2cc3c(cc2cc1C(c1nnnn1C1CCCC1)N1CCSCC1)OCCO3 (stereo unspecified)
[38] CC(C)Oc1ccc(CNC(=O)CCCN2C(=O)C(c3ccccc3)Oc3cccnc32)cc1 (stereo unspecified)
[39] Cn1c(SCC(O)c2ccccc2)nnc1-c1ccc2ccccc2c1 (stereo unspecified)
[40] COc1ccccc1N(C(=O)NCc1ccccc1)C1=NCC(C)S1 (stereo unspecified)

assay / compound	33	34	35	36	37	38	39	40
IMP-1 inhibitor	-0.5	-3.2	-3.3	-2.7	-2.2	-2.2	-1.3	-0.7
VIM-2 inhibitor	-0.2	-2.4	-2.0	-1.6	-2.3	-5.0	-3.6	-2.3
SUMO HTRF inh	-4	25	-7	12	5	10	6	12
CRFBP-R2 block	-3	-6	9	5	-54	4	8	-8
pCIP destab	-14	1	-10	-7	14	3	-2	-9
GalR3 antag	-1	-2	-5	2	-5	7	-1	·
IDE cell activ	-5	-1	4	-1	9	4	1	7
IDE inh	-3	7	0	0	0	0	-2	2
HCV NS3 hel inh	0	11	-1	-1	5	-4	-2	-4

[41] C=CCN(C(=O)CCC(=O)Nc1cc(C)on1)C(C(=O)NC(C)(C)C)c1ccc(OC)cc1 (stereo unspecified)
[42] COC(=O)C1C2CCC(C2)C1C(=O)OCC(=O)c1ccccc1 (stereo unspecified)
[43] CC(=O)c1ccc(Nc2nc(NCCO)nc(OC(C(F)(F)F)C(F)(F)F)n2)cc1
[44] COc1ccc(NC(=O)Nc2ccc3c(c2)CCC3)cc1OC
[45] CCOc1ccc2nc(SCC(=O)NC3CCCc4ccccc43)sc2c1 (stereo unspecified)
[46] O=C(NC1CCCCCC1)C1CC(=O)N(Cc2ccccc2)C1 (stereo unspecified)
[47] O=C1CN(C(=O)COc2c(F)c(F)cc(F)c2F)c2ccccc2N1
[48] Cn1c(SCc2ccccc2Br)nc2ccccc2c1=O
[49] CCC(=O)Nc1c2c(nc3c1CCC3)CCCC2

assay / compound	41	42	43	44	45	46	47	48	49
IMP-1 inhibitor	-2.9	-1.9	-2.1	-1.9	-0.2	-3.8	-2.4	-1.6	-2.8
VIM-2 inhibitor	-0.1	-2.6	-1.6	-1.8	-0.5	-2.3	-2.5	-0.2	-2.7
SUMO HTRF inh	5	3	-2	11	0	8	4	-2	9
CRFBP-R2 block	12	8	8	9	16	-2	6	10	-11
pCIP destab	0	6	10	-2	-14	2	-22	-2	-9
GalR3 antag	-4	-3	-2	-7	4	-3	-3	-1	-1
IDE cell activ	2	-2	2	4	7	-2	0	2	5
IDE inh	9	-1	4	-1	4	1	-4	0	-1
HCV NS3 hel inh	21	-4	-20	7	-4	-5	2	16	15

Quoted from above, compounds 1 to 2
[1] CCC(=O)N1CCc2cc(Br)cc(S(=O)(=O)N(C)c3ccc(OC)cc3OC)c21
[2] Nc1c(Cl)cc(C2=NCCn3c2c2ccc(C(F)(F)F)cc2[n+]3[O-])cc1Cl

assay / compound	1	2
IMP-1 inhibitor	-2.9	·
VIM-2 inhibitor	-3.9	·
SUMO HTRF inh	-16	·
CRFBP-R2 block	9	-5
pCIP destab	4	·
GalR3 antag	-11	-6
IDE cell activ	-5	-4
IDE inh	4	4
HCV NS3 hel inh	6	·
